# From PubChem
# CXCR6 block: blocks human CXCR6 beta-arrestin recruitment. O00574. CHO-K1 PathHunter CXCR6 beta-arrestin, luminescence. inhibition, % at 20 µM. 360,000 compounds, 0.36% hits. AID 602244; in the data active means inhibition above about 34%, passing the limit was not always enough;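 further: antagonist mode with CXCL16 agonist at 10 nM final; 0% = 10 nM CXCL16 with DMSO and 100% = unstimulated wells without agonist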
# Target sequence (O00574 whole entry, looked up): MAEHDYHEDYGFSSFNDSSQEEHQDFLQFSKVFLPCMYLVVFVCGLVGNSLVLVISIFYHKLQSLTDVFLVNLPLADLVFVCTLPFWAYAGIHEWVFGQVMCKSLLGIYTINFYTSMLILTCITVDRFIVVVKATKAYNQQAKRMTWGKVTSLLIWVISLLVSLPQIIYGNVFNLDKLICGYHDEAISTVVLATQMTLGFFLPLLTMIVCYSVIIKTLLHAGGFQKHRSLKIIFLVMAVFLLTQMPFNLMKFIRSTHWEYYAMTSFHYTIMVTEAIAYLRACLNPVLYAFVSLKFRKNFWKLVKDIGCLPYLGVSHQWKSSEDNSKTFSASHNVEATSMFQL
# EBI2 antag: antagonists of human EBI2 receptor; P32249; EBI2 beta-arrestin recruitment, luminescence, 7a,25-OHC stimulated; inhibition, % at 5 µM; 360,000 compounds, 0.81% hits; in the data active means inhibition above about 38%;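 further: enzyme fragment complementation signal reports receptor beta-arrestin coupling in cells; 0% = agonist plus DMSO wells and 100% = wells without agonist; some results beyond the cut were filed as inactive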
# MPTP block: permeability transition pore inhibition; isolated mouse mitochondria, Ca2+ swelling absorbance, 30 min; inhibition, % at 10 µM; 360,000 compounds, 1.4% hits;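 active means inhibition of 50% or more, scaled per plate between neutral and stimulator controls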;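 further: 0% = DMSO wells given calcium and 100% = 1 mM EGTA wells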
# Gli-Sufu antag: blocks Gli-Sufu signaling in a luciferase reporter; inhibition, % at 5 µM; Sufu-KO-LIGHT fibroblasts, Gli luciferase reporter luminescence; 340,000 compounds, 0.74% hits;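 active means inhibition above about 55%, limit read from the data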;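 further: 0% = DMSO-treated cells and 100% = wells with medium but no cells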
# GRIN3A LBD mod: NR3A (human) ligand-binding domain modulation. NR3A LBD differential scanning fluorimetry, Tm shift; 0% = protein alone, 100% = glycine-bound protein. Tm shift relative to glycine control, % at 25 µM. 340,000 compounds, 2.5% hits;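 active means melting temperature shift of at least 10% of the positive control shift, at one fixed dose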
# CCR6 antagonist: CCR6 (human) receptor antagonism. P51684. CHO-K1 CCR6 PathHunter beta-arrestin, luminescence, CCL20-stimulated. inhibition, % at 20 µM. 340,000 compounds, 0.49% hits. AID 493098;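 active means compounds whose inhibition of the agonist-driven luminescence signal at 20 µM reaches about 50%, limit read from the data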;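 further: cells stimulated with CCL20 at 14 nM final; plate controls were DMSO with CCL20 for no effect and DMSO without agonist for full effect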
# Target sequence (P51684 whole entry, looked up): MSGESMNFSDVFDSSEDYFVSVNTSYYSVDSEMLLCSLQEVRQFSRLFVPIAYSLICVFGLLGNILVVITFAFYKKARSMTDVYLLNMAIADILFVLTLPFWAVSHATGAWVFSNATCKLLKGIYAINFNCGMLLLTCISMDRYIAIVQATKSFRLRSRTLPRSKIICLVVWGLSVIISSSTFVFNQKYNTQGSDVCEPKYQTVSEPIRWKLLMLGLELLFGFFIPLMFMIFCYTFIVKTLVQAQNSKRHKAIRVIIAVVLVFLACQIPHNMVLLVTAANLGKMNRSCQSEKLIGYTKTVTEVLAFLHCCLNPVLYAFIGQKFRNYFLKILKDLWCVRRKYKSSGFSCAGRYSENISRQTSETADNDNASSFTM
# A3A deaminase: human APOBEC3A DNA deaminase inhibition; inhibition, % at 20 µM; 330,000 compounds, 0.41% hits; P31941; recombinant A3A, FAM/TAMRA ssDNA deamination fluorescence;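 active means at least 40% inhibition at 20 µM here, with at most 30% in a related deaminase screen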;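 further: plate controls were A3A with DMSO for no effect and wells lacking A3A enzyme for full effect; some results filed as inactive read as strong as hits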
# A3G deaminase: blocks human APOBEC3G single-stranded DNA deamination; Q9HC16; recombinant A3G, ssDNA deamination FAM/TAMRA fluorescence; inhibition, % at 20 µM; 330,000 compounds, 0.28% hits;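 active means inhibition of at least 40% at 20 µM, with no more than 30% in the related APOBEC3A deaminase screen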;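 further: plate controls were DMSO wells with A3G for no effect and wells lacking A3G enzyme for full effect; some compounds called inactive have numbers as strong as hits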
# Target sequence (Q9HC16 whole entry, looked up): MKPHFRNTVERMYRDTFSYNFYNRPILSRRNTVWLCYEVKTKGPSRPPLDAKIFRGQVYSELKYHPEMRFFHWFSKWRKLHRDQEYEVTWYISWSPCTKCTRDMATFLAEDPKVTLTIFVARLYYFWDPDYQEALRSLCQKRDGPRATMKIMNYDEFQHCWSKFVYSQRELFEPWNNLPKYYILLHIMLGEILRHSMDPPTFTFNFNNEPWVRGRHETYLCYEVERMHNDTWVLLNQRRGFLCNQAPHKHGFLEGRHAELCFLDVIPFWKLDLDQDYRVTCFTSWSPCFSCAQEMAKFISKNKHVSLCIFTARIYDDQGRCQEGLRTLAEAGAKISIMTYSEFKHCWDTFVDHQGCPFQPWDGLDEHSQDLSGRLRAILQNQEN
# Starred values were filed as active, the others as inactive; / = not tested or not shown.
1) O=[N+]([O-])c1ccc(N2CCN(Cc3ccccc3)CC2)nc1
2) Cc1ccc(OC(C)C(=O)Nc2ccc(S(=O)(=O)Nc3nccs3)cc2)cc1 (centres undefined)
3) CC(C)C[C@@H](C(=O)NC1CC1)N1C(=O)N2CCc3c([nH]c4ccccc34)[C@@]2(C)C1=O
4) C=CCSc1nc2sc(C)c(C)c2c(=O)n1CC=C
5) COc1cc(Br)cc2cc(C(=O)N3CCN(c4ccccn4)CC3)c(=O)oc12
6) CN1C[C@@H]2[C@@H]3C(=O)N(C)C(=O)[C@@H]3[C@](C)(C1=O)N2C(=O)c1ccc(Br)cc1
7) CCOc1ccccc1NC(=O)C(c1ccccc1)N1CCN(C(=O)c2ccco2)CC1 (centres undefined)
8) Cc1ccc(N2C(=O)N(C(C)C)C(C)(C)CC2(C)O)cc1 (centres undefined)

screen / no.	1	2	3	4	5	6	7	8
A3G deaminase	-4	-1	-4	-1	-1	/	0	-7
CCR6 antagonist	10	3	4	8	15	-4	6	1
GRIN3A LBD mod	-1	-9	-4	0	1	4	-1	1
MPTP block	1.1	1.1	-0.9	-0.1	1.4	2.0	-0.5	7.0
CXCR6 block	-2	7	-1	1	-10	0	14	5
A3A deaminase	-4	2	1	1	2	/	2	-3
Gli-Sufu antag	11	3	2	-6	4	-3	4	-7
EBI2 antag	8	-3	-5	-3	-12	3	4	2

9) CC(C)CN(CC(C)C)C(=O)c1cccc(S(=O)(=O)N2CCc3ccccc32)c1
10) CCC(C)c1ccc(OCC(=O)Nc2ccc(CN3CCOCC3)cc2)cc1 (centres undefined)
11) S=C(Nc1ccccn1)c1ccccn1
12) O=S(=O)(NCc1ccccc1)c1ccc(-c2cnc(C3CC3)o2)cc1
13) O=C(Nc1ccccc1)NC1(C(=O)N2CCN(c3ncccn3)CC2)CCCCC1
14) COc1cccc(N2C(=O)C(c3ccccc3)=C(c3nc4ccccc4s3)C2NC(C)=O)c1 (centres undefined)
15) Cc1noc(C)c1COC(=O)c1ccc(F)c(S(=O)(=O)N2CCOCC2)c1
16) Cc1cc2ccccc2nc1SCC(=O)N1CCCC1

screen / no.	9	10	11	12	13	14	15	16
A3G deaminase	-3	-9	18	0	-2	-10	-5	-5
CCR6 antagonist	1	8	41	11	-4	-8	10	-12
GRIN3A LBD mod	0	-2	1	2	2	-6	4	1
MPTP block	-1.7	-1.0	-4.2	-0.6	-0.3	0.6	-2.0	-1.3
CXCR6 block	12	-5	27	-8	-7	1	-1	-3
A3A deaminase	1	-5	6	0	-2	0	-1	-1
Gli-Sufu antag	4	6	-26	8	3	-47	-2	-2
EBI2 antag	20	2	-5	7	-6	14	-11	-7

17) CC1(C)CC(=O)C2=C(C1)OC(c1cccs1)C(C#N)=C2N (centres undefined)
18) N#Cc1ccccc1S(=O)(=O)N1CCN(c2cnccn2)CC1
19) Nc1nc(N2C(=O)C3CC=CCC3C2=O)nn1-c1ccccc1 (centres undefined)
20) CC1CC(NC(=O)c2ncn[nH]2)CC(C)(C)C1 (centres undefined)
21) CCCCOc1ccc(CSC(=N)N)cc1[N+](=O)[O-]
22) Clc1ccc2c(c1)C(c1cccs1)=NNC(c1cccnc1)=N2
23) Cc1ccc(S(=O)(=O)Nc2cccc(Cl)c2)cc1NC(=O)C1CC1
24) COc1ccc2nc(SCC(=O)Nc3cc(OC)c(OC)cc3C(=O)O)c(C)cc2c1

screen / no.	17	18	19	20	21	22	23	24
A3G deaminase	-2	-7	-4	4	-1	-7	-1	-12
CCR6 antagonist	9	-1	-18	-3	13	14	0	-11
GRIN3A LBD mod	/	1	-2	-3	-1	-2	-4	-7
MPTP block	0.3	-0.6	1.1	-0.1	112*	-2.2	1.7	0.3
CXCR6 block	-8	-10	6	-4	14	3	6	-2
A3A deaminase	-4	-2	-1	-1	1	1	0	2
Gli-Sufu antag	-2	11	-7	3	-15	5	2	10
EBI2 antag	-11	-3	7	-7	-1	-1	-2	0

25) O=C(CSc1ncnc2c1nnn2Cc1ccccc1F)N1CCN(c2ccccc2)CC1
26) CCn1cc(C(=O)NCC(OC)OC)c(=O)c2cc(S(=O)(=O)N3CCOCC3)ccc21
27) COc1cccc(C2=NOC(C(=O)NCCCn3ccnc3)C2)c1 (centres undefined)
28) O=C(O)CCCC(=O)NCc1ccccn1
29) COc1ccc(C2(CNC(=O)c3ccc(OCC(C)C)cc3)CCOCC2)cc1
30) Cc1cc(C)n(-c2ccc(C(=O)Nc3ccc(N4CCOCC4)cc3)cc2)n1
31) Cc1cc(C)n(CCN(C)C(=O)CCc2nnc(-c3ccc4c(c3)OCO4)o2)n1
32) c1cncc(Oc2cccc(Oc3cccnc3)c2)c1

screen / no.	25	26	27	28	29	30	31	32
A3G deaminase	/	0	1	-2	1	-6	1	-5
CCR6 antagonist	14	6	-5	-1	-8	16	-2	4
GRIN3A LBD mod	-2	2	0	0	2	1	-2	-4
MPTP block	-1.4	-0.8	-1.0	-0.2	2.5	-2.1	0.3	-2.6
CXCR6 block	15	-2	1	2	7	-9	-6	8
A3A deaminase	/	2	1	-3	4	-2	0	-4
Gli-Sufu antag	-4	8	-6	4	3	11	-12	-1
EBI2 antag	2	4	-1	-4	3	-17	1	-4

# Ordered by formula weight (ascending): part of the list above.
11) S=C(Nc1ccccn1)c1ccccn1
8) Cc1ccc(N2C(=O)N(C(C)C)C(C)(C)CC2(C)O)cc1 (centres undefined)
12) O=S(=O)(NCc1ccccc1)c1ccc(-c2cnc(C3CC3)o2)cc1
31) Cc1cc(C)n(CCN(C)C(=O)CCc2nnc(-c3ccc4c(c3)OCO4)o2)n1

screen / no.	11	8	12	31
A3G deaminase	18	-7	0	1
CCR6 antagonist	41	1	11	-2
GRIN3A LBD mod	1	1	2	-2
MPTP block	-4.2	7.0	-0.6	0.3
CXCR6 block	27	5	-8	-6
A3A deaminase	6	-3	0	0
Gli-Sufu antag	-26	-7	8	-12
EBI2 antag	-5	2	7	1

# Later entries:
33) COCCCNC(=O)c1nc2c(nnn2Cc2cc(C)ccc2C)c(=O)[nH]1
34) CCOc1ccc(NC(=O)CSc2ccccc2N)cc1
35) COCCn1cnc2c1c(=O)n(Cc1cc(C(C)=O)ccc1OC)c(=O)n2Cc1ccccc1
36) O=C(NCc1ccccn1)c1ccc(/C=N/O)nc1
37) CCCN(CCC)C(C)C(=O)NCC1(c2ccccc2)CCCC1 (centres undefined)
38) Cc1ccc(C(=O)N/N=C/c2nc3ccccc3n2C)cc1
39) CCOC(=O)N1CCN(C2CC(=O)N(c3ccc(F)cc3)C2=O)CC1 (centres undefined)
40) COc1ccc(C2CC(c3ccccc3OC(C)=O)=NN2C(=O)/C=C/c2ccccc2)cc1OC (centres undefined)

screen / no.	33	34	35	36	37	38	39	40
A3G deaminase	-9	-6	12	-8	-3	-9	-4	-3
CCR6 antagonist	6	8	-12	-11	9	12	1	23
GRIN3A LBD mod	0	-4	-1	-5	0	0	0	1
MPTP block	0.3	1.3	0.1	-3.6	-0.3	-0.6	-1.0	2.7
CXCR6 block	0	4	4	8	9	1	0	16
A3A deaminase	-7	5	-3	-2	-1	-2	-2	-1
Gli-Sufu antag	7	-38	-8	0	20	-14	-4	8
EBI2 antag	-3	-5	-4	-5	10	-9	-16	-2

# 3 entries from above, arranged by their value in A3G deaminase, lowest first.
cpd | mol | A3G deaminase
33 | COCCCNC(=O)c1nc2c(nnn2Cc2cc(C)ccc2C)c(=O)[nH]1 | -9
30 | Cc1cc(C)n(-c2ccc(C(=O)Nc3ccc(N4CCOCC4)cc3)cc2)n1 | -6
27 | COc1cccc(C2=NOC(C(=O)NCCCn3ccnc3)C2)c1 (centres undefined) | 1

# Next results follow.
41) CC1=CC(C)(C)Nc2ccc(OC(=O)C(Cc3ccccc3)N3C(=O)c4ccccc4C3=O)cc21 (centres undefined)
42) COc1cc2[nH]c(C(=O)N3CCC(Cc4ccccc4)CC3)cc2c(OC)c1OC
43) O=C(NCc1cccnc1)C(=O)Nc1nc2ccccc2s1
44) O=C(c1ccco1)c1coc2c1cc(O)c1ccccc12
45) CCn1nc(NS(=O)(=O)c2ccccc2[N+](=O)[O-])c2cc3cccc(C)c3nc21
46) Cc1c(Cc2ccccc2)c(=O)oc2cc(OCC(=O)NCC(O)c3ccccc3)ccc12 (centres undefined)
47) CCOC(=O)/C(C#N)=C/c1c(Oc2cccc(C)c2)nc2ccccn2c1=O
48) O=c1oc(-c2ccc(Cl)c(Cl)c2)nn1-c1ccc(C(F)(F)F)cn1

screen / no.	41	42	43	44	45	46	47	48
A3G deaminase	-2	-1	-4	-5	-3	-4	-7	-6
CCR6 antagonist	9	-2	11	-11	27	19	5	21
GRIN3A LBD mod	-2	-2	-2	1	-8	-6	-1	1
MPTP block	-0.6	-0.1	1.2	4.3	0.1	-0.5	6.4	2.0
CXCR6 block	14	-2	5	-28	13	7	6	10
A3A deaminase	-5	-6	2	-1	-5	-3	-5	-3
Gli-Sufu antag	9	10	-16	-2	-13	-4	-1	0
EBI2 antag	20	14	-5	-5	-1	-2	36	11

# Quoted at random: three entries already listed.
46) Cc1c(Cc2ccccc2)c(=O)oc2cc(OCC(=O)NCC(O)c3ccccc3)ccc12 (centres undefined)
48) O=c1oc(-c2ccc(Cl)c(Cl)c2)nn1-c1ccc(C(F)(F)F)cn1
45) CCn1nc(NS(=O)(=O)c2ccccc2[N+](=O)[O-])c2cc3cccc(C)c3nc21

screen / no.	46	48	45
A3G deaminase	-4	-6	-3
CCR6 antagonist	19	21	27
GRIN3A LBD mod	-6	1	-8
MPTP block	-0.5	2.0	0.1
CXCR6 block	7	10	13
A3A deaminase	-3	-3	-5
Gli-Sufu antag	-4	0	-13
EBI2 antag	-2	11	-1

# The results go on:
49) O=C(COC(=O)CNC(=O)c1ccc(Br)o1)Nc1ccccc1OC(F)F
50) CCC(=O)Nc1c(S(=O)(=O)c2ccccc2)c2nc3ccccc3nc2n1C(C)c1ccccc1 (centres undefined)
51) CNC(=O)N(O)C1N(/N=C/c2ccc(C)cc2)C(=S)SC1(C)C (centres undefined)
52) Cc1ccsc1/C=N/NC(=O)CNC(=O)c1ccc(S(=O)(=O)N2CCOCC2)cc1
53) CC(C)c1ccc(S(=O)(=O)c2n[nH]n3c2nc(=O)c2ccccc23)cc1
54) CCOc1ccc(CNc2ncnc(N)n2)cc1
55) CC1(C)Cc2c(sc3c2c2ncnn2c2nnc(SCC(=O)NCc4ccco4)n32)CO1
56) C=CCSc1nnc(CC(OC)OC)n1-c1ccccc1

screen / no.	49	50	51	52	53	54	55	56
A3G deaminase	-6	-5	-5	-7	-6	-1	-5	-5
CCR6 antagonist	0	-2	0	-5	-5	-3	-8	4
GRIN3A LBD mod	-1	-9	-1	-1	-10	0	-4	0
MPTP block	2.9	3.3	-0.3	0.9	58*	-5.9	-2.3	-1.6
CXCR6 block	6	-2	1	2	-7	6	12	6
A3A deaminase	-3	4	3	-2	-3	-4	0	-2
Gli-Sufu antag	0	14	24	10	-12	-3	5	-3
EBI2 antag	1	-6	-2	-2	-6	-9	-4	-2

57) CCOC(=O)/C(C#N)=C/c1c(N2CCN(C)CC2)nc2ccccn2c1=O
58) COc1ccc(SCCN2CCN(CC(C)C)CCC2=O)cc1
59) O=C(CCNC(=O)c1ccco1)NCCc1ccc(Cl)cc1
60) Cc1cc(C)n(-c2nc3ccccc3c(=O)n2OCC#N)n1
61) CCCOc1ccc(Oc2nc(-c3ccncc3)nc3ccccc23)cc1
62) O=C(CCC(=O)N1CCOCC1)NCCc1ccccc1
63) CC1(CCc2ccc3c(c2)OCO3)NCCc2c1[nH]c1ccccc21 (centres undefined)
64) COc1nc(-c2ccccc2)cc(-c2ccc3c(c2)OCO3)c1C#N
65) CC(C)(C)OC(=O)NCCc1nnc(SCC(N)=O)o1

screen / no.	57	58	59	60	61	62	63	64	65
A3G deaminase	0	-6	-2	0	-2	2	-1	-11	-2
CCR6 antagonist	-3	7	8	38	16	2	2	22	-19
GRIN3A LBD mod	0	-1	-1	2	1	2	-1	-1	1
MPTP block	0.5	-0.9	-0.4	-1.3	-1.9	-2.2	0.2	1.2	0.0
CXCR6 block	10	-6	40*	34	2	3	-11	2	-12
A3A deaminase	0	-2	27	1	1	0	0	-2	-2
Gli-Sufu antag	22	3	4	14	3	-13	-10	43	6
EBI2 antag	-7	-4	8	6	50*	-7	-11	16	3
